Autophagy HCS – autophagy modulators in MEF cells, primary screen, imaging, high-content, MEF GFP-LC3; MEF GFP-LC3 puncta imaging; test concentration mostly 10 µM; calls only at 10 µM (by protocol); hit rate 0.98% among 190,000; AID 463193, 2010;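 active means percentage of spot-positive cells more than 3 SD above its plate mean, without a fluorescence outlier flag or 80% toxicity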;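 further: spot-positive cell cutoff set from DMSO-treated cells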
Dynein transport – inhibitors of GR-EGFP nuclear translocation, primary screen, dynein cargo transport inhibitor project, imaging, high-content, 3617.4 mouse cells; test concentration mostly 20 µM; stimulated with dexamethasone, 1 µM; active compounds read low; z-score, hits read low; hit rate 0.47% among 220,000; AID 1381, 2008;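 active means plate z-score of nuclear minus cytoplasmic receptor signal below a set negative limit, without overly bright fluorescence or cell loss, cut at about -3.5 in these data, passing the limit was not always enough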;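 further: z-score of nuclear minus cytoplasmic ring GR-EGFP intensity difference per well; some compounds called inactive have numbers as strong as hits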
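Schedule: 48 h induction, then 1 h compound, then 30 min agonist, 37 °C. Buffer or medium: tetracycline-free induction medium containing charcoal-stripped FBS. Reagent: 1.0 µM final dexamethasone stimulus. Evaluation: nuclear versus cytoplasmic GR-EGFP signal, averaged per well. Signal: high-content fluorescence imaging after fixation.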
Yfh1-depleted yeast – enhancers of respiration in Yfh1-depleted yeast, dose response, Friedreich's ataxia, plus single-dose screen (AID 1465) | S. cerevisiae Yfh1-off respiration, WST-1 reduction, 72 h; higher fold induction means a stronger effect | one-dose fold induction at 50 µM; EC50 in µM for titrated hits | hit rate 0.074% among 220,000;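 active means fold induction of absorbance versus untreated yeast above a set limit, then at least 30% activation at any dose in follow-up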;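 further: activators that raise dye reduction in frataxin-depleted yeast; strong numbers were not always called active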
T cell HTS – modulators of CD8 T cell-vesicle binding, primary screen, mouse 2C CD8+ T cells, flow cytometry. AID 2052, 2009. 2C CD8+ T cell-vesicle binding; active compounds read low. calls only at 7 µM. hit rate 0.068% among 330,000;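 active means response, share of CD8 T cells binding vesicles, and their 90th percentile fluorescence all below set limits, cut at about 80% in these data, passing the limit was not always enough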
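Material: 2C TCR transgenic mouse naive CD8+ T cells, MACS-purified. Also added: QL9-charged Drosophila Ld/ICAM-1/B7-1 vesicles. Timing: binding 1.5 h at 37 °C. Measured by: high-throughput flow cytometry with anti-B7-1 and anti-CD8 staining. Read-out: percent CD8+ FL2 mean versus row control. Controls: Unloaded micro-vesicles (low), QL9 vesicles with 0.7% DMSO (high).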
b-catenin transl – modulators of beta-catenin nuclear translocation, primary screen, imaging, HeLa cells, immunofluorescence, high-content. nuclear translocation activity, % at 5 µM. hit rate 0.3% among 190,000;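 active means nuclear translocation activity above 50% at 5 µM, with a well cell count of 50 or more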;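 further: per-cell ratio of nuclear to cytoplasmic median beta-catenin stain intensity; plate controls were DMSO negative control for no effect and GSK-3 inhibitor IX positive control for full effect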
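Test system: human HeLa cells, native beta-catenin. Compound dosing: 5 µM primary single dose, 0.1% DMSO, 0.02–20 µM confirmation series. Incubation: compound exposure 24 h at 37°C. Detection: beta-catenin immunostaining with DAPI counterstain, 20x imaging, 6 fields/well. Read-out basis: Nuclear/cytoplasmic beta-catenin signal ratio, % activation.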
WT yeast gro inh – growth inhibition of WT strain, primary screen, mitochondrial fusion inhibitor project, WT and mutant strains, chemical genetic; mitochondrial fusion phenotypic screen; inhibition, % at 10 µM; hit rate 2.1% among 190,000; in the data active means inhibition above about 58%; tested in S. cerevisiae
M17LAP inhibition – P. falciparum M17LAP inhibitors, primary screen, biochemical, fluorogenic H-Leu-NHMec substrate, 1536-well (AID 1619); recombinant M17LAP, H-Leu-NHMec fluorogenic kinetic assay; higher % means a stronger effect; inhibition, % at 30 µM; hits with a dose series show IC50 in µM; hit rate 0.38% among 220,000;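 active means compound inhibiting the enzyme by more than half at any dose during confirmatory dose-response retesting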;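 further: plate controls were full reaction with DMSO carrier for no effect and no enzyme background for full effect; strong numbers were not always called active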
P. falciparum M1AAP – P. falciparum M1AAP inhibitors, biochemical, fluorogenic H-Leu-NHMec substrate, 1536-well (AID 1445); Aminopeptidase N (Plasmodium falciparum (isolate 3D7)); recombinant M1AAP, H-Leu-NHMec fluorogenic kinetic assay; higher % means a stronger effect; one-dose inhibition, % at 30 µM; IC50 in µM for titrated hits; hit rate 0.42% among 220,000;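 active means primary inhibition above the hit cutoff, then over 50% inhibition at one or more dose response concentrations, cut at about 23% in these data, passing the limit was not always enough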;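 further: plate controls were DMSO full reaction for no effect and no enzyme background for full effect; strong numbers were not always called active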
MT stabilizer – microtubule stabilizers in HeLa cells, primary screen, imaging, high-content imaging; HeLa tubulin immunostaining HCS, 24 h; share of cells brighter than vehicle mean+2SD; % tubulin-high responders, % at 10 µM; hit rate 0.83% among 200,000; AID 2205, 2009;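 active means plate Z-score above 3 for both tubulin-high and condensed-nucleus cell shares, with cell loss under 80%, at 10 µM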;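 further: anti alpha tubulin signal scored within the nucleus-defined area of each cell; some results filed as inactive read as strong as hits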
WT yeast gro inh mutant strain – second read-out of WT yeast gro inh, no call of its own (marks repeat the call); inhibition, %; mitochondrial fusion phenotypic screen, mutant strain inhibition
Dynein transport cytoplasmic EGFP – recorded beside Dynein transport, whose call it bears; z-score; measured here: cytoplasmic GR-EGFP intensity; active compounds read high
Dynein transport nuclear GR-EGFP – also measured in Dynein transport; calls as there; z-score; measured here: nuclear GR-EGFP intensity;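 lower value marks the stronger effect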
Dynein transport cell count – also measured in Dynein transport; calls as there; z-score; measured here: cell count per field
b-catenin transl cell count 5 µM – further read-out of b-catenin transl, marked with its call; cell count; measured here: cell count, cytotoxicity flag
T cell HTS vesicle-bound % – also measured in T cell HTS; calls as there; double positive events, %; measured here: CD8+ vesicle-bound cell fraction;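 binding gate set so that unloaded-vesicle control wells show 10% double positive cells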
MT stabilizer Hoechst-high % – also measured in MT stabilizer; calls as there; % Hoechst-high responders; measured here: nuclear condensation Hoechst responders;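 share of cells brighter than vehicle mean plus two SD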
MT stabilizer cytotoxicity % – also measured in MT stabilizer; calls as there; toxicity, %; measured here: cytotoxicity by cell density;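 0% = mean cell density of plate MIN control wells and 100% = no cells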
Autophagy HCS cell loss 18 h – recorded beside Autophagy HCS, whose call it bears; toxicity, %; measured here: cell loss, nuclei count;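 cell loss after 18 h compound exposure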
Starred values were filed as active, the others as inactive; i = inactive; . = no result given.

SMILES	Autophagy HCS	Autophagy HCS cell loss 18 h	Dynein transport	Dynein transport cytoplasmic EGFP	Dynein transport nuclear GR-EGFP	Dynein transport cell count	Yfh1-depleted yeast	T cell HTS	T cell HTS vesicle-bound %	b-catenin transl	b-catenin transl cell count 5 µM	WT yeast gro inh	WT yeast gro inh mutant strain	M17LAP inhibition	P. falciparum M1AAP	MT stabilizer	MT stabilizer Hoechst-high %	MT stabilizer cytotoxicity %
COCCCNC(=O)CCn1c(=O)c2ccccc2n(CC(=O)Nc2ccccc2C)c1=O	i	7	1.6	-0.19	1.2	-0.6	i	i	26	-1.0	1035	9	-8	6%	5%	5.4	1.8	5.7
C#CCOc1c(Br)cc(/C=N/O)cc1OCC	i	-16	1.5	-0.11	0.78	-0.7	i	i	37	.	.	0	-6	6%	4%	0.8	0.6	2.8
COC(=O)c1ccc(OCC(=O)Nc2nn(-c3ccccc3)nc2C(N)=O)cc1	i	9	-0.32	-0.26	0.49	-0.076	i	i	10	.	.	-8	-5	8%	-1%	3.9	2.3	6.3
CC1(C)CC(=O)c2cc(OCC(=O)NCc3cccnc3)ccc2O1	i	2	2.7	-0.077	1.8	-2.2	i	i	39	-2.3	946	13	13	5%	13%	6.5	2.0	3.1
COc1ccc(/C=N/NC(=O)c2ccn[nH]2)cc1Cn1cc([N+](=O)[O-])cn1	.	.	0.62	-0.18	0.22	-0.84	i	i	25	1.1	1316	.	.	10%	7%	.	.	.
O=[N+]([O-])c1ccc(-n2cccn2)c(-c2nn[nH]n2)c1	i	7	-0.67	-0.2	-0.39	0.57	i	i	27	-0.5	1034	-2	2	10%	5%	1.2	1.4	6.4
CN(C)S(=O)(=O)c1cccc(-c2nn(-c3ccccc3)cc2/C=C(/C#N)C(=O)NCc2ccco2)c1	i	5	-0.5	-0.13	-0.38	-0.26	i	i	2	-0.7	1073	6	-5	9%	6%	6.0	2.9	8.0
O=C(NCc1ccc2c(c1)OCO2)C1CC(=O)N(C2CCCCCCC2)C1 (stereo unspecified)	i	-2	1.1	-0.16	0.54	-0.41	i	i	62	2.3	1233	4	6	-4%	-7%	2.0	1.3	5.5
CCOC(=O)c1cnc(SCC(=O)Nc2nc(C)c(C)s2)nc1N	i	-50	-0.9	-0.063	-0.12	1	i	i	30	-2.7	953	2	-3	-1%	-4%	2.2	3.2	22
Cn1c(=O)c2c(nc(Cl)n2CC(=O)N2CCCCC2)n(C)c1=O	i	7	0.81	-0.14	0.57	-0.81	i	i	45	-0.6	1056	-18	-24	-4%	2%	3.7	1.4	5.8
CC(C)(C)c1ccc(/C=N/NC(=O)Cc2c[nH]c3ccccc23)cc1	i	-5	-1	-0.11	-0.29	0.15	i	i	8	-4.5	1248	19	1	1%	-1%	1.8	1.0	2.0
CN(C)NC(=O)C(NC(=O)c1ccccc1)C12CC3CC(CC(C3)C1)C2 (stereo unspecified)	i	23	1	-0.31	0.67	-0.66	i	i	64	.	.	0	7	1%	7%	3.7	2.0	13
Cc1ccc(CCN2CC(C(=O)NCc3cccnc3)CC2=O)cc1 (stereo unspecified)	i	10	-1	-0.28	-0.48	0.33	i	i	40	.	.	5	1	.	.	5.4	2.1	0.6
Cc1ccc(S(=O)(=O)N2CCCC2C(=O)Nn2cnnc2)cc1 (stereo unspecified)	i	9	-0.13	-0.16	0.065	0.066	i	i	26	2.6	1381	2	6	1%	-1%	1.8	2.3	11
COc1cc(S(=O)(=O)N2CCOCC2)cc(C(=O)c2nccn2C)c1OC	i	-3	-0.17	-0.19	-0.26	0.49	i	i	33	1.1	1180	4	-10	-8%	10%	1.4	1.1	6.1
Cn1cnnc1SC(C(=O)Nc1cccc(C(F)(F)F)c1)c1ccccc1 (stereo unspecified)	i	-5	-1	0.17	-0.22	0.47	i	i	21	1.5	902	-19	-33	-5%	7%	1.8	1.3	10
Cc1ccc(-c2nn(CCC(=O)NCC3CCCO3)c(=O)c3ccccc23)cc1 (stereo unspecified)	i	10	-0.62	-0.17	-0.33	0.87	i	i	28	0.7	1443	-15	-13	1%	7%	3.9	3.7	9.5
CCCn1c(=O)c2c(c3ccccc31)OCC(=O)N2	i	-12	-0.84	-0.17	-0.076	0.81	i	i	38	-1.2	1029	-8	-12	-8%	3%	2.7	3.2	4.3
CN1CCN(S(=O)(=O)c2cccc(C(=O)Nc3nccs3)c2)CC1	.	.	0.67	-0.11	0.24	-0.26	i	i	60	-0.2	1300	.	.	3%	5%	.	.	.
c1ccc(Sc2ncccn2)nc1	.	.	-0.27	-0.22	-0.4	0.37	i	i	23	-0.6	1190	.	.	-2%	1%	.	.	.
CCSC1=C(C#N)C(=O)n2c1cc1c2CCCC1	i	-3	-1.4	-0.11	-0.56	0.23	i	i	34	-3.8	1110	-2	16	-28%	10%	5.0	3.0	6.0
CN(Cc1ccccc1)C(=O)c1cccc(NC(=O)c2ccco2)c1	i	9	0.53	-0.27	0.6	-0.91	i	i	47	.	.	15	3	18%	6%	3.9	2.1	8.1
O=C(O/N=C1\CCCc2ccccc21)c1cccs1	i	-5	-0.41	-0.39	-0.74	0.68	i	i	12	-3.4	1096	34	0	1%	-4%	1.5	2.3	6.7
S=c1[nH]nc(-c2ccccn2)n1/N=C/c1cccs1	i	10	-0.071	-0.071	0.17	-0.055	i	i	36	1.4	865	-4	17	4%	8%	2.3	2.4	1.8

Overlap with the part before: two compounds, followed by the next part.
SMILES	Autophagy HCS	Autophagy HCS cell loss 18 h	Dynein transport	Dynein transport cytoplasmic EGFP	Dynein transport nuclear GR-EGFP	Dynein transport cell count	Yfh1-depleted yeast	T cell HTS	T cell HTS vesicle-bound %	b-catenin transl	b-catenin transl cell count 5 µM	WT yeast gro inh	WT yeast gro inh mutant strain	M17LAP inhibition	P. falciparum M1AAP	MT stabilizer	MT stabilizer Hoechst-high %	MT stabilizer cytotoxicity %
O=C(O/N=C1\CCCc2ccccc21)c1cccs1	i	-5	-0.41	-0.39	-0.74	0.68	i	i	12	-3.4	1096	34	0	1%	-4%	1.5	2.3	6.7
S=c1[nH]nc(-c2ccccn2)n1/N=C/c1cccs1	i	10	-0.071	-0.071	0.17	-0.055	i	i	36	1.4	865	-4	17	4%	8%	2.3	2.4	1.8
c1ccc(-c2csc3ncn4cnnc4c23)cc1	i	8	-0.87	-0.24	-0.39	0.9	i	i	10	1.2	1473	2	2	-1%	7%	1.3	2.6	10
C=CCn1c(N)cc(=O)nc1SCC(=O)Nc1ccccc1C(N)=O	i	-13	-0.031	-0.34	0.096	0.048	i	i	23	0.1	1469	-6	6	-4%	4%	0.8	0.6	5.8
COCc1nnc(NS(=O)(=O)c2ccccc2)s1	i	-1	2.2	0.069	1.6	-1.6	i	i	28	0.4	1175	20	20	0%	2%	1.7	1.3	0.3
CN(Cc1nccn1C)C(=O)CC1C(=O)NCCN1CC(c1ccccc1)c1ccccc1 (stereo unspecified)	i	-3	0.5	-0.37	0.38	1.3	i	i	25	0.0	1516	-2	4	-11%	1%	2.1	2.5	9.0
Cc1cnn(-c2cc(N/N=C/c3ccccc3F)ncn2)c1	i	-13	1.4	-0.18	0.12	-0.3	.	i	54	-2.4	1357	-15	-9	6%	14%	3.2	2.3	4.0
O=C(CC(c1ccccc1)c1cc(Cl)ccc1O)NCCN1CCOCC1 (stereo unspecified)	.	.	2	-0.51	1.3	-2.1	i	i	45	1.0	1315	.	.	7%	4%	.	.	.
COc1cc(NS(=O)(=O)c2ccc(Br)s2)cc(OC)c1	i	-6	-1.4	-0.15	-0.71	0.17	i	i	38	.	.	10	7	18%	3%	3.4	2.3	2.5
Cc1onc(-c2ccc(Cl)cc2Cl)c1C(=O)/C=C/N(C)C	.	.	-1.5	-0.26	-0.66	1.8	i	i	59	0.6	1216	.	.	13%	8%	.	.	.
COc1ccccc1C(=O)NCc1ccc2c(c1)OCO2	i	4	0.83	-0.18	1.2	-0.39	i	i	19	1.2	580	3	-4	-3%	3%	4.8	2.6	9.4
COc1ccc(CC2(CO)CCN(C/C=C/c3ccccc3OC)CC2)cc1	i	3	-0.27	-0.21	-0.3	-0.054	i	i	24	3.1	1602	21	16	1%	2%	3.6	4.0	8.5
O=C(N/N=C/c1ccccc1[N+](=O)[O-])C(=O)N1CCCC1	i	-7	-0.91	-0.23	-0.3	0.76	i	i	56	-0.2	1040	-12	-17	9%	13%	2.6	2.0	6.8
CC(=O)CC1=NC(C)(C)Cc2ccccc21	i	5	-1.2	-0.2	-0.57	0.67	i	i	60	1.3	1097	-3	-9	13%	4%	3.0	2.5	4.4
O=C(Nc1nc(-c2ccccc2)cs1)C1CCCCN1S(=O)(=O)c1ccccc1 (stereo unspecified)	i	1	-0.79	-0.14	-0.11	-0.063	i	i	6	-0.9	1045	19	27	-4%	11%	2.9	2.9	5.6

Bioassay records: PubChem BioAssay, several laboratories

Rows are unselected. About 4.4% of those tested had a hit in this group.
